# High-throughput results as filed in PubChem BioAssay.
# PLAP inhibition – PLAP enzyme inhibitors, biochemical, luminescence, HTS (AID 690) | purified PLAP, luminescent substrate; higher % means a stronger effect | one-dose inhibition, % at 20 µM; IC50 in µM for titrated hits | 96,000 compounds, 0.08% hits; in the data active means a potency from the dose series; inactive means the rest, 99 in 100 with inhibition below about 30%; further: strong numbers were not always called active
# IL1B NFkB pot – enhances IL-1B driven NFkB nuclear translocation; activation, % at 2 µM; 94,000 compounds, 0.3% hits; HUVEC IL-1B NFkB p65 nuclear translocation imaging;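 active means activation above 40%, about the mean plus 3 SD, also judged a hit on visual image review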;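 further: percent activation is computed from the nuclear over cytoplasmic p65 intensity ratio; values of inactives mirror those of a sister screen read the other way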
# MRP resist rev – reverses drug resistance mediated by MRP; H69AR cells + 2 uM doxorubicin, CellTiter-Glo, 72 h; differential viability (reversal), % at 10 µM; 85,000 compounds, 0.04% hits; AID 602;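 active means viability drop by adding the cancer drug above about 55%, with treated viability meeting a 40% cutoff, limit read from the data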;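 further: viability without doxorubicin minus viability with 2 µM doxorubicin for each compound; larger differential means the compound sensitizes cells more to doxorubicin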
# Bcl-B displacement – displacers of TR3 peptide from Bcl-B, primary screen, selectivity assay for Bfl-1 inhibitor project, biochemical, fluorescence polarization; FP displacement of FITC-TR3 peptide from Bcl-B; higher % means a stronger effect; 96,000 compounds, 0.11% hits; displacement, % at 20 µM, or IC50 in µM where a hit was titrated;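 active means displacement above 50% at 20 µM plus a fluorescence interference ratio under 1.5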;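 further: plate controls were wells without compound for no effect and wells lacking Bcl-B protein for full effect; a part of the inactive calls stands beside numbers as strong as those of hits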
# IL1B NFkB inh – blocks IL-1B driven NFkB nuclear translocation in HUVEC cells; AID 796; inhibition, % at 2 µM; HUVEC IL-1B NFkB p65 nuclear translocation imaging; 94,000 compounds, 0.43% hits;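 active means inhibition above about 30% together with a positive call from visual inspection of the well image, limit read from the data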;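 further: nuclear over cytoplasmic p65 intensity ratio measured by imaging; 0% = IL-1B stimulated DMSO wells and 100% = unstimulated DMSO wells; values of inactives mirror those of a sister screen read the other way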
# MRP resist rev cytotoxicity – second read-out of MRP resist rev, no call of its own (marks repeat the call); viability, %; H69AR cells, CellTiter-Glo, 72 h; measured here: cytotoxicity without doxorubicin
# MRP resist rev with doxorubicin – recorded beside MRP resist rev, whose call it bears; viability, %; measured here: viability with 2 uM doxorubicin; hits give low values
# IL1B NFkB inh cell count 2 µM – recorded beside IL1B NFkB inh, whose call it bears; cell count; measured here: cells passing quality filter;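 raw number of nuclei counted in each imaged well without normalization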
# IL1B NFkB pot cell count 2 µM – second read-out of IL1B NFkB pot, no call of its own (marks repeat the call); cell count; measured here: cells passing quality filter
# Starred values were filed as active, the others as inactive; . = no result given. An excerpt (hit frequency here may not be typical).
1: CCOC(=O)N1CCC(N2CC34C=CC(O3)C(C(=O)Nc3ccc(F)cc3)C4C2=O)CC1 (configuration not stated)
2: N#C/C(=C/c1ccc(OCc2ccccc2)cc1)C(=O)NC1CCCCC1
3: Clc1cc(Br)ccc1OCCOCCOc1cccc2cccnc12
4: COCCNc1nc(-n2nc(C)cc2C)nc2sc3c(c12)CCCC3
5: Nc1nncn1C(=O)CCCOc1ccc(Cl)cc1Cl
6: CN(C)CCOc1ccccc1-c1ccccc1
7: CCN(CC)S(=O)(=O)c1ccc(NS(=O)(=O)c2ccc(F)cc2)cc1
8: O=C(CSc1nnc(Cn2nnc3ccccc32)o1)N(Cc1ccc(F)cc1)c1ccccc1
assay / entry	1	2	3	4	5	6	7	8
PLAP inhibition	-34.0%	13.7%	-2.6%	-46.6%	-2.3%	5.3%	-35.9%	2.6%
IL1B NFkB pot	-4.4	-1.6	-7.7	-11.4	.	12.9	19.1	-3.5
IL1B NFkB pot cell count 2 µM	53	180	115	124	.	160	78	115
MRP resist rev	-0.4	.	.	2.0	10.4	7.8	-3.5	-8.5
MRP resist rev cytotoxicity	83.4	.	.	7.0	94.2	85.6	78.7	71.9
MRP resist rev with doxorubicin	83.8	.	.	5.0	83.7	77.8	82.2	80.4
Bcl-B displacement	-4.3%	-0.1%	-9.3%	0.3%	-19.0%	1.9%	4.7%	3.9%
IL1B NFkB inh	4.4	1.6	7.7	11.4	.	-12.9	-19.1	3.5
IL1B NFkB inh cell count 2 µM	53	180	115	124	.	160	78	115

9: COc1cccc(-n2nnc3c(=O)n(Cc4ccccc4F)cnc32)c1
10: O=C(CN1CCc2ccccc2C1)N1CCN(S(=O)(=O)c2ccccc2)CC1
11: Cc1cc(NS(=O)(=O)c2ccc(NC(=O)COc3ccccc3C(C)C)cc2)no1
12: COc1ccc(CCNC(=O)CSc2ccc(-c3ccccc3)nn2)cc1OC
13: COc1ccc(OC)c(S(=O)(=O)N2CCC(C(=O)NCCc3ccc(OC)c(OC)c3)CC2)c1
14: CCOc1ccc(C2C(C(=O)c3ccc(C)o3)=C(O)C(=O)N2CCN2CCOCC2)cc1OC (configuration not stated)
15: O=C1CC(/C=C/c2ccco2)=Nc2ccccc2N1
16: COCCCNC(=O)C1CC(=O)N(CCc2ccc(OC)c(OC)c2)C1 (configuration not stated)
assay / entry	9	10	11	12	13	14	15	16
PLAP inhibition	3.2%	-39.1%	-51.0%	6.2%	-39.8%	-50.8%	-41.8%	7.6%
IL1B NFkB pot	33.2	2.1	9.9	-2.8	-3.8	-19.5	20.6	6.5
IL1B NFkB pot cell count 2 µM	114	115	68	122	125	97	187	93
MRP resist rev	-1.0	12.0	15.9	.	-3.2	-10.2	9.5	6.5
MRP resist rev cytotoxicity	88.0	99.2	91.3	.	85.8	84.8	86.5	98.9
MRP resist rev with doxorubicin	89.0	87.2	75.4	.	89.0	95.0	77.0	92.4
Bcl-B displacement	-2.1%	1.0%	2.7%	-1.4%	-1.1%	-47.7%	11.8%	12.4%
IL1B NFkB inh	-33.2	-2.1	-9.9	2.8	3.8	19.5	-20.6	-6.5
IL1B NFkB inh cell count 2 µM	114	115	68	122	125	97	187	93

17: CCOc1ccc(C(=O)C2CCN(C(=O)c3ccccc3C(=O)O)CC2)cc1
18: Cc1cc(C)n(C(=O)COc2ccc(Cl)cc2Cl)n1
19: Cc1ccc(NC(=O)C2CC(=O)NC(Nc3cccc(C)c3)=N2)cc1 (configuration not stated)
20: CCN1CCN(S(=O)(=O)c2ccc(S(=O)(=O)NCC3CCCO3)cc2)CC1 (configuration not stated)
21: Cc1ccccc1NC(=O)c1ccc(C)c(S(=O)(=O)Nc2ccccn2)c1
22: CCCSc1nnc(-c2ccccc2N)c(=O)[nH]1
23: O=C(O)C1C2C=CC(C2)C1C(=O)NCCc1cccc(Cl)c1 (configuration not stated)
24: Cc1ccc(C)c(N(CC(=O)NCc2ccco2)C(=O)CCC(=O)Nc2ccccn2)c1
assay / entry	17	18	19	20	21	22	23	24
PLAP inhibition	-69.9%	.	-53.6%	0.0%	-15.5%	3.0%	.	.
IL1B NFkB pot	2.1	-4.3	-3.2	16.2	7.5	.	1.8	15.0
IL1B NFkB pot cell count 2 µM	137	152	98	141	120	.	152	135
MRP resist rev	3.0	8.2	9.3	4.7	.	12.4	.	8.4
MRP resist rev cytotoxicity	89.3	86.7	101.3	96.9	.	90.0	.	98.1
MRP resist rev with doxorubicin	86.3	78.5	92.0	92.2	.	77.6	.	89.7
Bcl-B displacement	3.3%	.	-8.1%	2.9%	4.9%	7.8%	.	.
IL1B NFkB inh	-2.1	4.3	3.2	-16.2	-7.5	.	-1.8	-15.0
IL1B NFkB inh cell count 2 µM	137	152	98	141	120	.	152	135

25: COc1ccc2[nH]c(=O)c(CN(Cc3nnnn3Cc3ccc(F)cc3)CC3CCCO3)cc2c1 (configuration not stated)
26: C=C(C)c1cccc(C(C)(C)NC(=O)N2CCN(C/C=C/c3ccccc3)CC2)c1
27: O=c1ccc(Oc2nc(N3CCOCC3)nc(N3CCOCC3)n2)nn1-c1ccccc1
28: O=S(=O)(c1ccccc1)c1nc(-c2ccco2)oc1NCc1cccnc1
29: O=C1CC2CS(=O)(=O)CC2N1c1ccc(Oc2ccccc2)cc1 (configuration not stated)
30: CCN(CC)C(=O)CSc1nnc(-c2ccncc2)n1N
31: CC1CN(C)C(c2ccccc2)C(C)C12NC(=O)NC2=O (configuration not stated)
32: COc1cc(CNC2CCC(C)C2)cc(OC)c1 (configuration not stated)
assay / entry	25	26	27	28	29	30	31	32
PLAP inhibition	-56.1%	-15.3%	-89.6%	6.1%	-22.0%	3.5%	1.3%	16.2%
IL1B NFkB pot	.	12.2	-12.8	.	-1.2	-5.1	-14.5	10.5
IL1B NFkB pot cell count 2 µM	.	147	148	.	147	164	163	14
MRP resist rev	2.4	3.0	-14.0	4.4	-8.0	-5.7	0.5	1.5
MRP resist rev cytotoxicity	65.2	76.7	67.8	96.2	87.6	96.7	100.0	89.0
MRP resist rev with doxorubicin	62.8	73.7	81.8	91.8	95.5	102.4	99.5	87.6
Bcl-B displacement	-1.2%	-3.3%	3.8%	-7.7%	-1.4%	-4.5%	-2.4%	-6.6%
IL1B NFkB inh	.	-12.2	12.8	.	1.2	5.1	14.5	-10.5
IL1B NFkB inh cell count 2 µM	.	147	148	.	147	164	163	14

# Some of the entries so far, tab-delimited.
nr	mol	PLAP inhibition	IL1B NFkB pot	IL1B NFkB pot cell count 2 µM	MRP resist rev	MRP resist rev cytotoxicity	MRP resist rev with doxorubicin	Bcl-B displacement	IL1B NFkB inh	IL1B NFkB inh cell count 2 µM
21	Cc1ccccc1NC(=O)c1ccc(C)c(S(=O)(=O)Nc2ccccn2)c1	-15.5%	7.5	120	.	.	.	4.9%	-7.5	120
22	CCCSc1nnc(-c2ccccc2N)c(=O)[nH]1	3.0%	.	.	12.4	90.0	77.6	7.8%	.	.
23	O=C(O)C1C2C=CC(C2)C1C(=O)NCCc1cccc(Cl)c1 (configuration not stated)	.	1.8	152	.	.	.	.	-1.8	152
24	Cc1ccc(C)c(N(CC(=O)NCc2ccco2)C(=O)CCC(=O)Nc2ccccn2)c1	.	15.0	135	8.4	98.1	89.7	.	-15.0	135
25	COc1ccc2[nH]c(=O)c(CN(Cc3nnnn3Cc3ccc(F)cc3)CC3CCCO3)cc2c1 (configuration not stated)	-56.1%	.	.	2.4	65.2	62.8	-1.2%	.	.
26	C=C(C)c1cccc(C(C)(C)NC(=O)N2CCN(C/C=C/c3ccccc3)CC2)c1	-15.3%	12.2	147	3.0	76.7	73.7	-3.3%	-12.2	147
27	O=c1ccc(Oc2nc(N3CCOCC3)nc(N3CCOCC3)n2)nn1-c1ccccc1	-89.6%	-12.8	148	-14.0	67.8	81.8	3.8%	12.8	148
28	O=S(=O)(c1ccccc1)c1nc(-c2ccco2)oc1NCc1cccnc1	6.1%	.	.	4.4	96.2	91.8	-7.7%	.	.
29	O=C1CC2CS(=O)(=O)CC2N1c1ccc(Oc2ccccc2)cc1 (configuration not stated)	-22.0%	-1.2	147	-8.0	87.6	95.5	-1.4%	1.2	147

# More records:
33: Cc1ccc(NC(CC(=O)c2ccccc2)c2ccc(F)cc2)cc1 (configuration not stated)
34: O=C(CCS(=O)(=O)c1ccccc1)NC12CC3CC(CC(C3)C1)C2
35: CC1(C)Cc2c(c(N3CCOCC3)nc3snc(Br)c23)CO1
36: O=C(Cc1cccs1)Nc1ccccn1
37: Cc1nnc(SCC(=O)NC2CCCC2)s1
38: O=Cc1c(Sc2ccccn2)nc2ccccn2c1=O
39: Cc1cc(Cl)c(OCCCNCc2ccccc2)c(Br)c1
40: CCCCCn1c(SCC#N)nc2cc(C(=O)NCC3CCCO3)ccc2c1=O (configuration not stated)
assay / entry	33	34	35	36	37	38	39	40
PLAP inhibition	0.2%	28.8%	-15.2%	-8.8%	17.1%	.	-1.2%	-3.9%
IL1B NFkB pot	10.4	5.5	28.7	13.4	13.3	-9.1	7.9	-19.2
IL1B NFkB pot cell count 2 µM	112	69	101	113	142	121	94	116
MRP resist rev	.	15.0	10.1	5.8	7.7	-10.4	.	-9.2
MRP resist rev cytotoxicity	.	96.7	19.2	94.5	115.0	21.7	.	80.7
MRP resist rev with doxorubicin	.	81.7	9.0	88.8	107.3	32.1	.	89.9
Bcl-B displacement	-12.4%	2.1%	9.2%	12.4%	0.5%	.	-4.9%	-19.1%
IL1B NFkB inh	-10.4	-5.5	-28.7	-13.4	-13.3	9.1	-7.9	19.3
IL1B NFkB inh cell count 2 µM	112	69	101	113	142	121	94	116

41: COc1cccc(C2=NOC(C(=O)NCCN3CCOCC3)C2)c1 (configuration not stated)
42: CCOC(=O)C1CCN(C(=O)c2ccc(N(C)S(C)(=O)=O)cc2)CC1
43: CCCn1c(/C=C/c2ccccc2)nc2ccccc21
44: CC(=O)N(Cc1cc(=O)[nH]c2ccccc12)c1cccc(C)c1
45: CC(=O)c1c(C)[nH]c(C(=O)NCc2ccccc2Cl)c1C
46: CCC(C)NC(=O)CS(=O)Cc1nc(-c2cccc(OC)c2)oc1C (configuration not stated)
47: COc1cc(NC(=O)C2CCCN(c3ncccn3)C2)cc(OC)c1 (configuration not stated)
48: CCn1c(CSc2nc3ccccc3[nH]2)nc2cc(C(=O)O)ccc21
assay / entry	41	42	43	44	45	46	47	48
PLAP inhibition	-5.7%	-7.6%	27.1%	-26.1%	.	-30.5%	.	-85.6%
IL1B NFkB pot	30.0	-1.1	40.0	11.6	-1.4	-11.1	2.0	-25.6
IL1B NFkB pot cell count 2 µM	172	62	158	133	89	167	153	165
MRP resist rev	-0.2	4.3	.	-0.8	24.4	-9.8	-18.1	.
MRP resist rev cytotoxicity	93.9	89.1	.	93.9	95.5	78.3	58.4	.
MRP resist rev with doxorubicin	94.0	84.8	.	94.6	71.0	88.0	76.5	.
Bcl-B displacement	-4.0%	-0.9%	-9.2%	-9.1%	-11.2%	-4.1%	.	60.7%
IL1B NFkB inh	-30.0	1.1	-40.0	-11.6	1.4	11.1	-2.0	25.6
IL1B NFkB inh cell count 2 µM	172	62	158	133	89	167	153	165

49: CC(C)Cc1[nH]c(=O)c(C#N)c2c1COC(C)(C)C2
50: CCOC(=O)CSc1nnc(-c2ccccc2)o1
51: CCN(C(C)=O)c1nnc(CSc2nc3ccccc3s2)s1
52: CCOC(=O)Cc1[nH]nc2c1C(c1cccc(OC)c1OC)C(C#N)=C(N)O2 (configuration not stated)
53: Cc1ccc(S(=O)(=O)N(C)CCCC(=O)N2CCOCC2)cc1
54: Cc1cc(C)n(Cc2ccc(NC(=O)c3ccc(COc4ccccc4Br)cc3)cc2)n1
assay / entry	49	50	51	52	53	54
PLAP inhibition	11.4%	.	-10.2%	-122.0%	3.5%	-13.4%
IL1B NFkB pot	35.2	0.5	-8.9	.	21.9	1.8
IL1B NFkB pot cell count 2 µM	136	90	97	.	233	101
MRP resist rev	-5.7	6.7	28.2	11.7	7.4	.
MRP resist rev cytotoxicity	92.7	95.9	102.0	98.3	101.1	.
MRP resist rev with doxorubicin	98.4	89.3	73.8	86.7	93.7	.
Bcl-B displacement	-3.0%	.	-13.9%	-5.1%	-5.6%	-4.1%
IL1B NFkB inh	-35.3	-0.5	8.9	.	-21.9	-1.8
IL1B NFkB inh cell count 2 µM	136	90	97	.	233	101
